TbREL1 primary – TbREL1 RNA ligase inhibitors, primary screen, biochemical, FRET fluorescence; RNA-editing ligase 1, mitochondrial (Trypanosoma brucei brucei), P86926; TbREL1 RNA ligation; inhibition, % at 9.66 µM; 0.49% of 89,000 active; AID 1117264, 2014;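 active means inhibition above the mean inhibition across all screened compounds plus 3 SD, cut at about 11% in these data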;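 further: 0% = plate median of test wells and 100% = NSC42067 control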
Target sequence (P86926 whole entry, looked up): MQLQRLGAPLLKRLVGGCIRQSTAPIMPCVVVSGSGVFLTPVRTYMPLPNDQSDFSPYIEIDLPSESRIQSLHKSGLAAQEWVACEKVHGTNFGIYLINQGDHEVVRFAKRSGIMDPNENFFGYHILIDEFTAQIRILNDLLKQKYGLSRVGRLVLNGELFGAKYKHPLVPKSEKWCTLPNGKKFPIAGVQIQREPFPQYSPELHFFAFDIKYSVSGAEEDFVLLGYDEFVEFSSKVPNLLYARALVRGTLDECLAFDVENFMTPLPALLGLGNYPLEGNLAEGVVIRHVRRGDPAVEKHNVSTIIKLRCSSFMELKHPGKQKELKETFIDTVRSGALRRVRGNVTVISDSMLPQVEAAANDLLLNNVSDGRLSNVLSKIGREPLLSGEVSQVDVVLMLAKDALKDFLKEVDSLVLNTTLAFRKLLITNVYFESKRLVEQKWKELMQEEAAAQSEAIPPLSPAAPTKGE
* = called active by the depositor. Some of the compounds tested, so the mix of outcomes need not match the whole.

TbREL1 primary	Molecule
2	CC1CN(C(=O)/C=C/c2ccc(SC(F)F)cc2)CC(C)O1 (configuration not stated)
0	CCN1CCN(CC(=O)Nc2cccc(C)c2C)C(=O)C1=O
-5	CCOC(=O)C1(CCCc2ccccc2)CCN(Cc2cnc(C)s2)CC1
2	Cc1cc2nc(CCl)cc(=O)n2[nH]1
4	Cc1cc(Oc2cccc3c2S(=O)(=O)N(C2CCCC2)CC(COCc2ccccc2)O3)cc(C)c1C (configuration not stated)
-3	COc1ccc(-c2nnn(CC(=O)OC3CCCCC3)n2)cc1OC
0	CCc1cc2c(=O)n(C(C)C(=O)OC3CCCCC3)cnc2s1 (configuration not stated)
0	Cc1ccccc1C(=O)N1CCN(c2ccc([N+](=O)[O-])c(NCc3ccco3)c2)CC1
3	O=C(Nc1cccc(Cl)c1)N1CCN(Cc2ccccc2)CC1
-1	CC(C)n1c(-c2ccco2)csc1=Nc1cccnc1
3	N#C/C(=C(\O)Cc1ccccc1)c1nc2ccccc2[nH]1
3	Cc1nccn1CC(O)COC1CCCCC1 (configuration not stated)

A few values from the list:
CC1CN(C(=O)/C=C/c2ccc(SC(F)F)cc2)CC(C)O1 (configuration not stated) in TbREL1 primary reads 2
Cc1cc2nc(CCl)cc(=O)n2[nH]1 in TbREL1 primary reads 2
CCN1CCN(CC(=O)Nc2cccc(C)c2C)C(=O)C1=O in TbREL1 primary reads 0
Cc1ccccc1C(=O)N1CCN(c2ccc([N+](=O)[O-])c(NCc3ccco3)c2)CC1 in TbREL1 primary reads 0
Cc1nccn1CC(O)COC1CCCCC1 (configuration not stated) in TbREL1 primary reads 3
N#C/C(=C(\O)Cc1ccccc1)c1nc2ccccc2[nH]1 in TbREL1 primary reads 3

Further results follow:
TbREL1 primary	Molecule
-1	CC(=O)c1cc2c(cc1NS(=O)(=O)c1ccc3c(c1)OCCO3)OCO2
5	Cc1ccc(C(=O)Nc2c(C)n(C)n(-c3ccccc3)c2=O)cc1S(=O)(=O)N1CCCCC1
1	COc1cccc(-c2nc(-c3ccc(NC(=O)c4ccncc4)cc3)no2)c1
-5	Cc1ccccc1NC(=S)Nn1cnnc1
0	Cc1ccc(C(=O)c2coc3ccc(O)c(Cl)c23)cc1
0	O=C(CSc1n[nH]c(=O)[nH]c1=O)NCC1CCCCC1
2	Cc1ccc(C)n1-c1ncc(Br)cn1
-1	CCCC(C)C(=O)Nc1ccc(NC(C)=O)cc1 (configuration not stated)
-2	CC(C)c1ccc(NC(=O)COc2ccccn2)cc1
-2	O=c1[nH]nc(SCc2nnc(-c3cccc(Cl)c3)o2)n1C1CCCCC1
6	Oc1ccccc1/C=N/Nc1nccnc1Cl
2	CC1CCN(C(=O)COC(=O)C2CCN(S(=O)(=O)c3c(Cl)cccc3Cl)CC2)CC1
4	CC1CCN(C(=O)CN2C(=O)C(=O)N(C)C2=O)c2ccccc2S1 (configuration not stated)
6	COc1ccc(C(=O)C2CCCN(Cc3cccn3-c3nccs3)C2)cc1F (configuration not stated)
21*	CN(CCC#N)C(=O)COC(=O)c1c2c(nc3ccccc13)/C(=C/c1ccco1)CC2
1	COc1ccc(-c2cn(Cc3ccc(C(=O)c4ccccc4)cc3)nn2)cc1
3	COc1ccccc1/C=C1/C(=O)N(c2ccc([N+](=O)[O-])cc2)N=C1C
0	Cc1c(N2C(=O)C(C)SC23C(=O)Nc2ccccc23)c(=O)n(-c2ccccc2)n1C (configuration not stated)
-1	CCOC(=O)[C@]12CCCC=C1N(Cc1ccco1)C(=O)[C@H](CC(=O)NCC13CC4CC(CC(C4)C1)C3)C2
0	O=S1(=O)N[C@@H](Cc2ccccc2)COc2cc(N3CCC[C@@H]3CO)ccc21
2	COc1cccc(-c2nc(CS(=O)(=O)CC(=O)Nc3ccc(F)cc3F)c(C)o2)c1
3	CC(C)n1c(O)c(/C=C2\C=Nc3ccccc32)sc1=Nc1ccccc1
-1	CCc1nnc(NC(=O)CSc2n[nH]c(-c3ccccc3O)n2)s1
0	CC1(C)Cc2c(C#N)c(N3CCCC3)nc(-c3ccco3)c2CO1

4 compounds out of the list, sorted by length of the SMILES, smallest number first:
TbREL1 primary	Molecule
0	CC1(C)Cc2c(C#N)c(N3CCCC3)nc(-c3ccco3)c2CO1
0	O=S1(=O)N[C@@H](Cc2ccccc2)COc2cc(N3CCC[C@@H]3CO)ccc21
2	COc1cccc(-c2nc(CS(=O)(=O)CC(=O)Nc3ccc(F)cc3F)c(C)o2)c1
21*	CN(CCC#N)C(=O)COC(=O)c1c2c(nc3ccccc13)/C(=C/c1ccco1)CC2

(continued)
TbREL1 primary	Molecule
0	C[C@@H]1CN([C@H](C)CO)S(=O)(=O)c2ccc(Br)cc2O[C@H]1CN(C)C(=O)Nc1ccccc1
0	CCN(CC)S(=O)(=O)c1ccc(OC)nc1
-1	CCc1ccc(C(=O)COC(=O)c2cccc(N3C(=O)c4c(C)nc5ccccc5c4C3=O)c2)cc1
4	O=C(NCCN1CCOCC1)N1CCOCC1
0	O=C(Nc1c(F)c(F)c(F)c(F)c1F)NC1CCCCC1
0	CCNC(=O)CC1C(=O)N(c2ccccc2)C(=O)N1CCc1ccc(OC)c(OC)c1 (configuration not stated)
-1	CNC(=O)C(=O)NCCc1ccc(Cl)cc1
4	COc1ccc(OC)c(C2NC(=O)NC(C)=C2C(=O)Nc2ccc(C)cc2C)c1 (configuration not stated)
-1	O=C(NCCOc1ccc(Cl)cc1)c1cccc(S(=O)(=O)N2CCCC2)c1
0	Cc1c(Cl)ccc2c1NC(=O)C21NC(CCC(N)=O)[C@H]2C(=O)N(c3ccc(Cl)cc3)C(=O)[C@H]21 (some centres not stated)
0	CCOC(=O)c1ccc(NC(=O)C2(N3C(=O)c4ccccc4C3=O)CCCC2)cc1
8	Cc1ccc(S(=O)(=O)NN2C(=O)c3ccccc3NC2c2ccco2)cc1 (configuration not stated)
-2	C/C(=N\NC(=O)c1ccc(O)cc1)c1ccc(NC(=O)Cc2ccccc2)cc1
-2	Cc1ccc(CNC(=O)c2cc3c(s2)CN(Cc2ccccc2)C3)cc1
-6	Cc1ccccc1-n1c(SCC(=O)N2CCN(c3ccccn3)CC2)nnc1N1CCOCC1
0	COc1ccc(C(=O)Nc2nc(C)c(C(=O)N(C)C)s2)cc1OC
-1	COc1ccc(CCNS(=O)(=O)CCNC(=O)c2ccc3c(c2)OCO3)cc1
-1	O=C(c1ccccc1)c1c[nH]cc1-c1ccccc1
2	O=C(COC(=O)c1ccc2c(=O)n3c(nc2c1)CCC3)NC1CCS(=O)(=O)C1 (configuration not stated)
0	O=C1CC(c2cccc(F)c2)C2=C(CCCC2=O)N1 (configuration not stated)
-1	C=C(C)c1cccc(C(C)(C)NC(=O)NNC(=O)c2ccccc2O)c1
-4	CCOc1ccc(S(=O)(=O)NNS(=O)(=O)c2ccc(C)cc2C)cc1
0	C[C@H]1[C@@H](OC(=O)Nc2ccc(Br)cc2)CC[C@@]23CCCN2C(=O)CCC[C@@H]13
-3	CCCOc1ccc(C(=O)c2nc3c(n2O)CCCCC3)cc1
2	CC(Oc1ccc(-c2nnco2)cc1)C(=O)N1CCOCC1 (configuration not stated)
-3	Cc1ccc(N(CC(=O)NC(C)(C)C)C(=O)CNC(=O)c2cccs2)cc1
2	Cc1ccc(NS(=O)(=O)c2ccc(NC(=O)C3CC3)cc2)cc1C
5	Cc1ccc(NC(=O)C2CC3CCC2C3)cc1 (configuration not stated)
1	N#C/C(=C\c1cn(CC(=O)N2CCCC2)c2ccccc12)C(=O)NCc1ccc2c(c1)OCO2
2	CCOC(=O)[C@@H]1[C@H]2COc3ccccc3[C@@H]2N2C(=O)N(c3ccc(Br)cc3)C(=O)[C@@]12C
-1	O=C(C1CC1c1ccccc1)N1CCN(c2cccc(Cl)c2)CC1 (configuration not stated)
-2	CSC1=NCCN1C(=O)c1c(F)cccc1Cl
-1	O=C(Nc1cc(S(=O)(=O)N2CCOCC2)ccc1N1CCCC1)c1ccccc1C(F)(F)F
-4	Cc1cc(C(=O)CN2C(=O)C(=O)N(CCC3=CCCCC3)C2=O)c(C)n1C
-1	C=CC[C@@H](CC(=O)N(CCO)Cc1ccccc1)C(=O)N[C@H](C)COC(=O)[C@@H](CC=C)Cc1ccc(F)cc1
2	COCC(C)Nc1ncnc2c1cnn2-c1ccc(Cl)cc1 (configuration not stated)
-5	COCCNC(=O)C1CCN(S(=O)(=O)c2c(C)noc2/C=C/c2cccs2)CC1
1	COc1ccc(C(=O)N2N=C(c3ccccc3)CC2(O)C(F)(F)F)cc1 (configuration not stated)
3	COC(=O)c1ccccc1NC(=O)C1COc2ccccc2O1 (configuration not stated)
-1	COc1ccc(S(=O)(=O)N(C)CC(=O)NCCN2CCOCC2)cc1
0	Cc1ccc(CN2CC(C(=O)Nc3ncc(C)s3)CC2=O)cc1 (configuration not stated)
1	N#C/C(=C\c1ccccc1)c1n[nH]c(Cn2cncn2)n1
-1	C/C(CS(=O)(=O)c1ccccc1)=N\O
-1	Cc1ccccc1CSc1nnc(Cn2c(=O)sc3ccccc32)n1C
-4	CC(C)NC(=O)C1CCN(C2CCN(C(=O)c3scc4c3CCCC4)CC2)CC1
0	CSc1ccc(/C=C(/NC(=O)c2ccco2)C(=O)NCc2ccco2)cc1
0	CCOC(=O)Nc1nnc(-c2ccccc2OC)s1
-3	COc1ccc(Cl)cc1NC(=S)N(CCN1CCOCC1)C1CCN(C(C)=O)CC1
3	Clc1ccc(N=NN2CCOCC2)cc1
2	COc1ccccc1N(CC(=O)N/N=C(\C)c1ccc(F)cc1)S(=O)(=O)c1ccccc1
-2	CC(C)COc1ccc(CNC(=S)N/N=C/c2ccc([N+](=O)[O-])cc2)cc1
-1	CCCCNC(=O)CCCCCNS(=O)(=O)c1ccc(Br)cc1
4	COc1ccc(/C=C(\C#N)c2c[nH]c3ccccc23)cc1
-1	CCC(CC)C(=O)N(C)c1c(C)nc2c(OCc3cc(Cl)cc(Cl)c3)cccn12
-2	Cc1c(NC(=O)C2CCCN(S(=O)(=O)c3cccc4ccccc34)C2)c(=O)n(-c2ccccc2)n1C (configuration not stated)
6	CC(C)(C)c1ccc(C(O)c2ncc(-c3ccccc3Cl)[nH]2)cc1 (configuration not stated)
-3	COc1ccc(C(=O)CCC(=O)N2CCN(c3ccccc3)CC2)cc1
-1	CC[C@]12C(=O)N(C)C[C@H]([C@@H]3C(=O)N(Cc4ccccc4)C(=O)[C@@H]31)N2C(=O)c1ccccc1
-1	COc1ccc(OCC(=O)Nc2ccc(NC(=O)c3ccco3)c(C)c2)cc1
-1	O=C1NC[C@@H](c2ccccc2)OC(=O)[C@@H](Cc2ccc(F)cc2)C/C=C\C[C@@H]1CC(=O)N(CCO)Cc1ccccc1

Further results follow:
TbREL1 primary	Molecule
0	COCCn1c(N2CCN(c3ccc(OC)cc3)CC2)nc2c1c(=O)[nH]c(=O)n2C
1	O=C(NC1CCCC1)C(c1cccs1)N(C(=O)c1ccco1)c1ccc2c(c1)OCO2 (configuration not stated)
4	COc1ccc(C(=O)NC2CCN(C(=O)NCc3ccccc3)CC2)cc1
-2	CCOC(=O)[C@H]1[C@H]2COc3ccc(C)cc3[C@@H]2N2C(=O)c3ccc(F)cc3NC(=O)[C@@]12C
-2	CCOc1ccc(CN2CCC(n3nccc3NC(=O)c3ccccc3OC)CC2)cc1
-5	Cc1ccc(S(=O)(=O)Cc2ccc(C(=O)N3CCN(c4ccc(F)cc4)CC3)o2)cc1
-1	Cc1cc(SCC(=O)OC(C)C(=O)N(C)c2ccccc2)nc2ccccc12 (configuration not stated)
-3	CCN(CC#CCC1(O)c2ccccc2-c2ccccc21)C(C)C
7	CCOC(=O)Cc1csc(NC(=O)CN2C(=O)c3ccccc3S2(=O)=O)n1
-2	COc1ccc(S(=O)(=O)N(C)C[C@H]2Oc3ccc(NC(=O)C4CC4)cc3C(=O)N([C@H](C)CO)C[C@@H]2C)cc1
3	Cc1cccc(NC(=O)CCn2ccnc2C)c1
-8	Fc1ccccc1-c1n[nH]c(=S)n1N=Cc1ccc(OCc2ccccc2)cc1

Among those listed so far, 5 have bromine.
TbREL1 primary	Molecule
2	Cc1ccc(C)n1-c1ncc(Br)cn1
0	C[C@@H]1CN([C@H](C)CO)S(=O)(=O)c2ccc(Br)cc2O[C@H]1CN(C)C(=O)Nc1ccccc1
0	C[C@H]1[C@@H](OC(=O)Nc2ccc(Br)cc2)CC[C@@]23CCCN2C(=O)CCC[C@@H]13
2	CCOC(=O)[C@@H]1[C@H]2COc3ccccc3[C@@H]2N2C(=O)N(c3ccc(Br)cc3)C(=O)[C@@]12C
-1	CCCCNC(=O)CCCCCNS(=O)(=O)c1ccc(Br)cc1

Additional results
TbREL1 primary	Molecule
-1	COC(=O)CN1CCN(C(=O)c2csc(-c3ccccc3)n2)CC1
4	COc1ccc(NC(=S)NNc2ccc([N+](=O)[O-])cc2S(=O)(=O)Nc2ccc(C)cc2C)cc1
-2	COCCNC(=O)C(c1ccco1)N(C(=O)Cn1nnc2ccccc21)c1ccccc1C (configuration not stated)
6	Cc1cccc(NC(=O)NC2(C)CCS(=O)(=O)C2)c1 (configuration not stated)
3	CC(OC(=O)c1cc(=O)[nH]c2ccccc12)C(=O)Nc1ccc(Cl)cn1 (configuration not stated)
7	O=Cc1ccc(-c2ccc(Cl)cc2Cl)[nH]1
4	Cc1noc(C)c1NC(=O)N(C)C[C@@H]1OCc2cn(nn2)CCCC(=O)N([C@H](C)CO)C[C@H]1C
0	CC(C)CCNC(=O)CCS(=O)(=O)c1cccc2nonc12
2	O=S(=O)(NCCSc1ccccc1)c1ccc(F)cc1
1	O=CNC(=O)c1ccccc1C(=O)O
-1	O=C(C1CCCN(S(=O)(=O)c2ccc(F)cc2)C1)N1CCCCCC1 (configuration not stated)
1	O=C(Nc1cccc(F)c1)Nc1ccnn1C1CCN(C(=O)c2ccccn2)CC1
-1	CC(C)(C)N1C(=O)[C@H]2[C@@H](c3ccc(Br)cc3)N3C(=O)N(c4ccccc4)C(=O)[C@@]3(C)[C@H]2C1=O
6	CC(C)c1ccc(C(=O)Nc2cc(Cl)ccc2C(=O)O)cc1

Assay outcomes deposited in PubChem BioAssay by The Scripps Research Institute Molecular Screening Center.
